Screens from PubChem.
Y pestis TopoI: blocks Yersinia pestis topoisomerase I activity. Y. pestis Topo-I cleavage product accumulation, plate reader. 360,000 tested, 0.064% active. activity, % at 10 µM; in the data active = activity above about 50%, passing the limit was not always enough; inconclusive = no clear call, values can overlap the other calls; note: inactives centre near 2
BoNT-A LC inh2: BoNT A light chain protease inhibition; multiplex microsphere protease substrate cleavage, flow cytometry; inhibition, % at 10 µM; 360,000 tested, 0.17% active; AID 588499; note: plate controls were buffer without enzyme for full effect and enzyme alone for no effect
Anthrax LF prot: anthrax lethal factor protease inhibition; P15917; multiplex microsphere protease cleavage assay, LF; inhibition, % at 10 µM; 360,000 tested, 0.12% active; AID 588501; note: plate controls were buffer without enzyme for full effect and enzyme alone for no effect
BoNT-F LC inh: inhibitors of Botulinum neurotoxin F light chain protease; Multiplex microsphere protease cleavage assay, flow cytometry; inhibition, % at 10 µM; 360,000 tested, 0.22% active; in the data active = inhibition above about 35%, passing the limit was not always enough; inconclusive = no clear call, values can overlap the other calls; note: plate controls were buffer without enzyme for full effect and enzyme alone for no effect
FadD28 FP inh: blocks FadD28 binding to the bisubstrate probe. 360,000 tested, 0.22% active. inhibition, % at 12.5 µM. fluorescence polarization; in the data active = inhibition above about 8.5%, passing the limit was not always enough; inconclusive = no clear call, values can overlap the other calls
PrPC surface inh: cell surface PrPC inhibition, primary TR-FRET screen; P04156; TR-FRET read-out; inhibition, % at 13.8 µM; 370,000 tested, 0.43% active; AID 720596; in the data active = inhibition above about 24%; note: 0% = median of the test wells and 100% = reference compound wells
TcdB inh: TcdB glycohydrolase inhibition. 350,000 tested, 0.24% active. inhibition, % at 9.99 µM. P18177. TcdB glycohydrolase enzymatic assay, plate reader; in the data active = inhibition above about 10%
Target sequence (P18177 whole entry, looked up): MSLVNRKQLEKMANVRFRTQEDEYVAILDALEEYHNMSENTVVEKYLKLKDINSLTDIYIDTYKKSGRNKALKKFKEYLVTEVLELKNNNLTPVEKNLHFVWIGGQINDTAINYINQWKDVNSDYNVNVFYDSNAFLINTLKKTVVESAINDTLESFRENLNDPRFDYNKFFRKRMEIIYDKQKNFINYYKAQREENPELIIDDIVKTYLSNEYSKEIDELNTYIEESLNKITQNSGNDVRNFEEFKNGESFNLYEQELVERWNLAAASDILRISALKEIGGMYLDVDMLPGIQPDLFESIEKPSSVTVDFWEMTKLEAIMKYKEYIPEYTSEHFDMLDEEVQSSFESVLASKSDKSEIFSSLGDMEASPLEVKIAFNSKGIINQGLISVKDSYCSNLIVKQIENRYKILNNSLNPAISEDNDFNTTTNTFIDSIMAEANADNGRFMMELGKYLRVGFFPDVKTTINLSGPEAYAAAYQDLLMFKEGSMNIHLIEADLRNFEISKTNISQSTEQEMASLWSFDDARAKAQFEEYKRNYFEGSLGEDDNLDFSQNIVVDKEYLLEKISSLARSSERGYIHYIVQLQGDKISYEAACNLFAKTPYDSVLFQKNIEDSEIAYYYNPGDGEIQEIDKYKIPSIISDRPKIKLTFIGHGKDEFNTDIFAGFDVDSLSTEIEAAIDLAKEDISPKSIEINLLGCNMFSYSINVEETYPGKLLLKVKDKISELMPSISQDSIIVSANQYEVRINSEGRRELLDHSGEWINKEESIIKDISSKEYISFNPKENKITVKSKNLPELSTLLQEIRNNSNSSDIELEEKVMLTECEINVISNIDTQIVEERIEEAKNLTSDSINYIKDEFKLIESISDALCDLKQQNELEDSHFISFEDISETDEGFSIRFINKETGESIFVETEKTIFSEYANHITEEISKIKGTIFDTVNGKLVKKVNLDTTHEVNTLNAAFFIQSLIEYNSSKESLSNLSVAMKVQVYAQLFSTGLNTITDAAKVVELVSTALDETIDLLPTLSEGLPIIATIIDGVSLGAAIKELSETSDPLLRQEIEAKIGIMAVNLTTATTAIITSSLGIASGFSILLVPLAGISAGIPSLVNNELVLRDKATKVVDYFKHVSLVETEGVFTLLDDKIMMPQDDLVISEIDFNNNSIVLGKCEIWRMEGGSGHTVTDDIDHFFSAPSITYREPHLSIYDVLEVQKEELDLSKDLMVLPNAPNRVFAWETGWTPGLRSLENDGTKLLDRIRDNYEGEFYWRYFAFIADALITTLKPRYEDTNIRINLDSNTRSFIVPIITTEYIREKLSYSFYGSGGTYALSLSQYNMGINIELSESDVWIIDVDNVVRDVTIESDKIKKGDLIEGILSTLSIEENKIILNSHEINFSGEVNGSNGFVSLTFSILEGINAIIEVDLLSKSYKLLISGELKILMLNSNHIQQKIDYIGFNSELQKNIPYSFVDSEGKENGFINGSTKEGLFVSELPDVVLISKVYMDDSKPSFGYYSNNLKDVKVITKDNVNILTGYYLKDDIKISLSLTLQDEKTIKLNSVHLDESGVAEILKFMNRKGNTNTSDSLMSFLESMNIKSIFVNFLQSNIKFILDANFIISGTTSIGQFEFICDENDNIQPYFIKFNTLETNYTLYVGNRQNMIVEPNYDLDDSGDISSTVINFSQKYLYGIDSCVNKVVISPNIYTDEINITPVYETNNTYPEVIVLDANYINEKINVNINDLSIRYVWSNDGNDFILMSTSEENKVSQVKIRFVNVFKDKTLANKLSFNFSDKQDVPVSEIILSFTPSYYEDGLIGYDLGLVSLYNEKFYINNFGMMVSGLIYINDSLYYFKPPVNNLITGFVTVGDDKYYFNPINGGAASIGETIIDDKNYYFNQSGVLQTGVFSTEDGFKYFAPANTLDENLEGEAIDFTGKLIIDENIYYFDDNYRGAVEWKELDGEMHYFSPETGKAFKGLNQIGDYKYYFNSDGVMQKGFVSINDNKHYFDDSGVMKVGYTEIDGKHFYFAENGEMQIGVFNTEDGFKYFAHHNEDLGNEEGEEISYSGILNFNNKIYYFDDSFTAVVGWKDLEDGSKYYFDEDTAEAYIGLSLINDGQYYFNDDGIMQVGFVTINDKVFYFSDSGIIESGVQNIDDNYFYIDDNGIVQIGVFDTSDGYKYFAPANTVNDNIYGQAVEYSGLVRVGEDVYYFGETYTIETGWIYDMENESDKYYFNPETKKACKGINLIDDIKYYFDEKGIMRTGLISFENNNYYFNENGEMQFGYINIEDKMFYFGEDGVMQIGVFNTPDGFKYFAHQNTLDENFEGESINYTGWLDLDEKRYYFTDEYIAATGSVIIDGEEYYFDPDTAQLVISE
CCHF vOTU inh: blocks the CCHF virus ovarian tumor domain protease | CCHFV vOTU protease, Pep-AMC fluorescence | inhibition, % at 11.5 µM | 370,000 tested, 0.55% active | AID 651958; in the data active = inhibition above about 30%; note: 0% = vehicle wells with enzyme and 100% = no enzyme wells
PfHsp40 rescue: compounds rescuing yeast from Plasmodium falciparum HSP40 toxicity | S. cerevisiae expressing PfHsp40, growth rescue, ATP luminescence | growth rescue, % at 12.5 µM | 340,000 tested, 0.68% active | AID 504582; in the data active = growth rescue above about 28%, passing the limit was not always enough; inconclusive = no clear call, values can overlap the other calls;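 note: yeast W303a lacking pdr1 and pdr3 grown in galactose medium; growth measured after three days at 30 °C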
* hit, by the source's call; ? = inconclusive; . = not tested or not shown. Cut-off read from the data, not from the text of the source, unless noted: active = inhibition above about 30%; inconclusive = no clear call, values can overlap the other calls; inactive = below that. This is a random part of the collection; any-hit rate near 2.3%.

no. | Molecule | Y pestis TopoI | BoNT-A LC inh2 | Anthrax LF prot | BoNT-F LC inh | FadD28 FP inh | PrPC surface inh | TcdB inh | CCHF vOTU inh | PfHsp40 rescue
1 | CCN1C(=O)[C@H]2[C@@H](c3ccc(Cl)cc3)N3C(=O)CN(Cc4ccccc4)C(=O)[C@@]3(C)[C@H]2C1=O | 6 | 0.5 | 0 | 1 | -0.2 | -9 | 1.5 | 8 | -1.0
2 | CC(=O)Nc1cccc(-c2nc3ccccc3c(=O)o2)c1 | 9 | 0.1 | -3 | -4 | -6.1 | 4 | . | -4 | 0.8
3 | Cc1cc(C)c(N=C2SCC(=O)N2Cc2ccco2)c(C)c1 | 7 | -0.6 | 19 | ? | -3.5 | 0 | 1.2 | -10 | 1.1
4 | CCCCCn1c(=O)c(C(=O)Nc2ccccc2C)c(O)c2ccccc21 | 0 | 0.4 | -4 | -28 | 0.9 | -5 | 0.4 | -9 | -1.0
5 | O=C(NCCc1ccc(Cl)cc1)C1=CC=CN2CCS(=O)(=O)N=C12 | 1 | 2.4 | 7 | 2 | -4.1 | 5 | 0.5 | -20 | -0.7
6 | CC[C@@H](C)C(NC(=O)OC(C)(C)C)c1cn([C@@H](Cc2ccc(O)cc2)C(=O)N2CCN(C(=O)OC(C)(C)C)CC2)nn1 (stereo partly drawn) | -3 | -0.4 | 3 | -3 | -2.6 | 2 | . | 8 | 1.2
7 | CCOC(=O)N1CCN(C(=S)Nc2ccc(C)cc2C)CC1 | 1 | -0.4 | -1 | -4 | -2.9 | -1 | -2.7 | 7 | -0.3
8 | CC(=O)Nc1ccc(S(=O)(=O)NCCc2csc(C)n2)cc1 | -7 | -0.6 | -3 | 0 | -4.6 | 0 | . | 12 | -0.5
9 | O=C(/C=C/c1ccc(OCc2ccccc2)c(OCc2ccccc2)c1)c1cccnc1 | 33 | 12 | 5 | -13 | 0.6 | -1 | . | -1 | 0.5
10 | CCn1cc(C(=O)OCC(=O)c2cc(C)n(-c3ccccc3F)c2C)c(=O)c2ccc(C)nc21 | 18 | -1.9 | -5 | -7 | -3.5 | -3 | . | 18 | 0.1
11 | O=C(COC(=O)c1ccccc1SCC(=O)NC1CCCCC1)NC1CCCCC1 | -5 | 2.1 | 1 | 2 | -1.9 | 52* | . | -5 | 1.0
12 | COc1ccc(S(=O)(=O)ON=C2CC(C)(C)N(C(C)=O)C(C)(C)C2)cc1 | 1 | -1.2 | -1 | -6 | -0.2 | 9 | 7.5 | 6 | 1.1
13 | COC(=O)c1ccc(OC)c(CSc2nnc(COc3ccc(Cl)cc3)o2)c1 | 6 | . | . | . | -1.9 | 10 | . | 1 | 2.8
14 | Cc1ccccc1C(=O)N1CCC(C(N)=O)CC1 | 2 | -1.9 | -6 | -24 | 0.2 | 3 | . | -4 | -1.0
15 | CC(=O)c1cccc(-c2cnc3c(NC=O)cc(-c4ccc(N(C)C)cc4)cn23)c1 | 2 | -1.0 | 3 | -16 | -0.7 | -3 | -0.8 | 1 | .
16 | CCC1Sc2ccccc2N(CC(=O)NCCC2=CCCCC2)C1=O (stereo not drawn) | 39 | 0.0 | 0 | -4 | -1.8 | 7 | . | -1 | 1.1
17 | CC(=O)c1ccc2oc3ccccc3c(=O)c2c1 | 14 | 0.2 | -4 | -5 | -3.9 | 3 | 0.0 | 10 | -0.9
18 | Cc1cc(C)c(NC(=O)COC(=O)CCc2ccc(S(=O)(=O)N3CCCCC3)cc2)c(C)c1 | -1 | 0.3 | -2 | 1 | -1.6 | -2 | 0.0 | -7 | 1.3
19 | O=C(Nc1ccc(OC(F)F)cc1)Nc1cccc(C(F)(F)F)c1 | -8 | ? | -2 | -4 | -3.9 | 35* | . | 8 | 0.2
20 | Cc1cc(Cl)c(OCCCn2cncn2)c(Br)c1 | 9 | -0.9 | 5 | -18 | -3.6 | 1 | . | 12 | -0.3
21 | C=CCn1c(SCCCc2ccccc2)nc2c1c(=O)[nH]c(=O)n2C | 49 | 0.2 | -6 | -3 | -2.6 | 14 | 2.6 | 8 | -0.7
22 | O=C(COC(=O)c1cc2ccccc2cc1O)NCc1ccccc1 | 2 | -0.2 | 5 | 6 | -1.7 | -3 | -0.4 | 6 | 6.3
23 | Cc1cc(C)cc(OC(=O)CS(=O)c2ccc(C(F)(F)F)cc2[N+](=O)[O-])c1 (stereo not drawn) | -4 | -2.1 | -10 | 5 | 1.0 | -2 | . | 9 | -0.5
24 | N=c1sccn1CC(=O)Nc1cc(Cl)ccc1Oc1ccccc1 | -18 | 1.3 | 1 | 2 | -6.9 | . | . | . | -0.5
25 | C=CCNC(=O)c1sccc1Oc1ccc(F)cc1[N+](=O)[O-] | 5 | -0.5 | -9 | -1 | -3.8 | -14 | 1.9 | -9 | -1.4
26 | COC(=O)c1ccc(CNC(=O)c2ccc(COc3ccccc3)cc2)cc1 | 8 | -0.6 | -2 | -7 | -1.7 | 2 | . | 7 | -2.5
27 | CC(CCN1CCN(c2ccc(F)cc2)CC1)c1ccccc1 (stereo not drawn) | 11 | -0.9 | 4 | 15 | -1.5 | 6 | -2.9 | 17 | -1.5
28 | NC(=O)N/N=C/c1ccccc1OCc1cccc2ccccc12 | 13 | ? | 16 | ? | -3.4 | 2 | 1.5 | 0 | -1.1
29 | Cc1ccc(F)cc1C(=O)N1CCCCC1c1cc(C(=O)NCc2ccccc2)no1 (stereo not drawn) | 18 | -0.9 | -2 | -5 | -1.6 | 4 | 0.1 | 0 | .
30 | CC(=O)Cn1cnc2scc(-c3ccc(C)c(C)c3)c2c1=O | -2 | -1.5 | -3 | -10 | -3.6 | 10 | -2.9 | 10 | 1.5
31 | Cc1ccc(CN(C(=O)c2cc3ccccc3oc2=O)C2CCS(=O)(=O)C2)cc1 (stereo not drawn) | 0 | 1.6 | 1 | 4 | -1.2 | -1 | . | -2 | -0.1
32 | O=C(NNc1nc(-c2ccc(Br)cc2)cs1)c1ccco1 | 0 | 0.0 | -5 | -14 | -4.9 | -10 | 1.6 | 9 | 20
33 | Cc1nc(Cl)cc(N/N=C/c2ccc(O)cc2)n1 | -6 | -1.0 | -1 | ? | 0.5 | -12 | 6.4 | 7 | 1.1
34 | O=C(Nc1ccc(Cl)cc1)C1CCN(C(=O)NC2CCCCC2)CC1 | -6 | 0.5 | -3 | -3 | 1.6 | -8 | . | 1 | -0.5
35 | Cc1ccc2oc(-c3cccc(NC(=S)NC(=O)c4cccs4)c3)nc2c1 | 8 | -1.0 | -4 | -4 | 0.4 | -4 | 0.5 | -10 | -1.1
36 | CCOC(=O)C(NCCc1ccccc1)(NC(=O)CC)C(F)(F)F (stereo not drawn) | -9 | -0.1 | -2 | 1 | -1.4 | 5 | -1.6 | -4 | 0.2
37 | CCOc1ccccc1CNC(=O)c1cc2oc3ccccc3c2n1CC | 13 | -2.4 | -9 | -21 | -4.7 | 18 | . | -8 | 8.0
38 | Cc1ncc([N+](=O)[O-])n1CCO | -5 | -1.0 | 2 | -9 | -2.9 | -23 | 0.1 | 12 | 0.2
39 | COc1cc(NC(=O)c2ccc(-c3ccc(F)c(F)c3)c3ccoc23)cc(OC)c1OC | 12 | 0.6 | 1 | -3 | -1.8 | 3 | -8.6 | 8 | .
40 | CCOC(=O)c1ccc(NC(=O)NC(C)C2CCCO2)cc1 (stereo not drawn) | 1 | 2.6 | -1 | 4 | -1.5 | 4 | . | 1 | 1.1
41 | CC(C)CC1=C/C(=C/c2ccc(-c3ccccc3)o2)C(=O)O1 | -9 | 11 | 6 | 10 | 2.8 | 0 | -0.4 | -7 | -0.8
42 | CN1CCN(S(=O)(=O)c2cnc(Cl)c(Br)c2)CC1 | 0 | 0.2 | -1 | 0 | -3.0 | 6 | . | 6 | -1.0
43 | CC(CCc1ccccc1)NC(=O)CCCn1ncn2c(cc3occc32)c1=O (stereo not drawn) | 30 | -1.0 | -1 | 2 | -1.0 | 6 | -0.6 | 8 | 0.3
44 | CC(=O)Nc1ccc(NC(=O)c2cc(-c3ccccc3)nc3ccccc23)cc1 | -6 | -0.9 | 17 | -6 | -4.7 | -4 | 1.2 | -3 | -2.3
45 | CCN(CC)S(=O)(=O)c1ccc(NC(=O)CC(NC(C)=O)c2ccccc2)cc1 (stereo not drawn) | -8 | 0.2 | -2 | -8 | 0.0 | 1 | . | 2 | -0.6
46 | COc1ccc2c(C)cc(SCC(=O)NCC3CCCO3)nc2c1 (stereo not drawn) | 4 | 0.2 | 7 | 5 | -3.1 | 12 | -1.1 | 12 | 2.9
47 | CCC(=O)Nc1c2c(nn1-c1ccc(OC)cc1)CSC2 | -6 | 2.4 | 0 | 6 | -2.2 | -4 | 0.7 | -3 | 0.1
48 | COc1cc(NC(=O)CSc2nnc3ccccn23)cc(OC)c1OC | 4 | -0.1 | -12 | 4 | -4.3 | 1 | 0.4 | 4 | .
49 | O=C(CCNS(=O)(=O)c1ccccc1)N1CCOCC1 | -3 | 0.5 | -5 | -7 | 0.8 | -6 | 0.3 | 4 | -0.8
50 | CC1C(=O)N2CCCc3cc(S(=O)(=O)N4CCC(C(N)=O)CC4)cc1c32 (stereo not drawn) | -4 | -4.8 | -2 | -4 | -0.6 | 3 | 0.4 | -7 | -0.4
51 | CC(=O)c1ccc(N2CCN(S(=O)(=O)c3cn(C)cn3)CC2)cc1 | -15 | -0.7 | 0 | 3 | 0.8 | -7 | -0.5 | 14 | -1.6
52 | CCC(=O)NC(C)c1cc(Cl)c2ccccc2c1O (stereo not drawn) | 4 | 0.2 | -4 | -4 | -1.5 | 0 | -0.1 | -5 | 0.1
53 | COc1ccc(S(=O)(=O)Nc2ccc(O)c3ccccc23)cc1 | -6 | -2.4 | -9 | -20 | -1.0 | -17 | . | 82* | -1.6
54 | O=C(COC(=O)C1CCN(S(=O)(=O)c2cccs2)CC1)Nc1ccc(F)cc1Cl | -2 | -0.7 | -2 | -3 | -1.5 | 8 | -0.6 | -1 | 0.2
55 | COc1ccccc1Cc1c(-c2ccc(OC)c(OC)c2)nc2ccc(C)cn12 | . | 0.8 | -3 | 0 | -7.1 | -6 | 2.3 | -10 | .
56 | COc1ccc(S(=O)(=O)N2CCC(C(=O)NC3CCCC3)CC2)cc1C | 5 | 0.7 | -5 | -1 | -1.1 | 9 | 1.2 | 6 | -0.6
57 | CNc1nc2sc3c(c2c(=O)n1C)CC(C)(C)SC3 | -8 | 0.0 | -1 | 1 | -4.9 | -6 | . | -174 | 0.2
58 | FC(F)(F)c1ccc(-c2noc(CN3CCCN(C4CCCCC4)CC3)n2)cc1 | 5 | 0.6 | -11 | -5 | -5.1 | 10 | -1.8 | -2 | -0.8
59 | COc1ccc(NC(=O)CCN2CCCCC2)cc1 | -1 | -0.9 | -2 | -8 | -2.5 | 1 | 0.7 | -17 | 0.7
60 | CCCCCCn1c(N)c(C#N)c2ccc([N+](=O)[O-])cc2c1=O | -4 | 3.3 | -3 | -1 | -0.3 | 0 | 1.8 | 3 | 1.1
61 | CCCCN(CC)CCCNC(=O)c1ccc(CS(=O)(=O)c2ccccc2C)o1 | 0 | 1.2 | -15 | -10 | 0.1 | -9 | -0.3 | -12 | -0.2
62 | CN1C(C(=O)NCCc2cccs2)CC2Cn3c(nc4ccccc43)C21 (stereo not drawn) | -5 | -0.3 | 4 | 2 | -2.0 | -6 | 1.7 | -3 | 0.2
63 | CC(=O)Nc1ccc(Cl)cc1C(=O)O | 1 | 0.4 | 0 | -7 | 0.9 | -3 | . | -1 | 1.6

Along the list, from the results shown:
BoNT-A LC inh2 for entries 15 to 25 → -1.0, 0.0, 0.2, 0.3, ?, -0.9, 0.2, -0.2, -2.1, 1.3, -0.5
FadD28 FP inh for entries 15 to 25 → -0.7, -1.8, -3.9, -1.6, -3.9, -3.6, -2.6, -1.7, 1.0, -6.9, -3.8
BoNT-F LC inh for entries 15 to 25 → -16, -4, -5, 1, -4, -18, -3, 6, 5, 2, -1
